RmlCD inh 1536 – M. tuberculosis RmlC/RmlD coupled enzyme inhibitors, primary screen, biochemical, compound mixtures, 384-well, from 1536-well plates; inhibition, % at 3.6 µM; 160,000 tested, 0.03% active; RmlC+RmlD coupled enzyme assay, percent inhibition; primary screen in compound mixtures; AID 1533, 2009; dTDP-4-dehydrorhamnose reductase (Mycobacterium tuberculosis (strain ATCC 25618 / H37Rv)) …; in the data active = inhibition mostly above about 34%, no sharp cut-off; inconclusive = no clear call, values can overlap the other calls; inactive = mostly below about 22%; note: some results filed as inactive read as strong as hits
Target sequence (P9WH09 whole entry, looked up): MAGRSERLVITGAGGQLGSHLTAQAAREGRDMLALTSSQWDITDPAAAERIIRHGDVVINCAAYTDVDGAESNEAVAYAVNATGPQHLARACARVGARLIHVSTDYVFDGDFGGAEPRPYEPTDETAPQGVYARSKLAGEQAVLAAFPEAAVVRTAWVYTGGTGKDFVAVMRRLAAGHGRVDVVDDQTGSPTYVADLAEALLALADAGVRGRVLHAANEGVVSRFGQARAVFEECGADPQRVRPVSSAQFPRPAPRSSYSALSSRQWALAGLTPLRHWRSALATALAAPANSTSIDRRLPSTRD
Target sequence (P9WH11 whole entry, looked up): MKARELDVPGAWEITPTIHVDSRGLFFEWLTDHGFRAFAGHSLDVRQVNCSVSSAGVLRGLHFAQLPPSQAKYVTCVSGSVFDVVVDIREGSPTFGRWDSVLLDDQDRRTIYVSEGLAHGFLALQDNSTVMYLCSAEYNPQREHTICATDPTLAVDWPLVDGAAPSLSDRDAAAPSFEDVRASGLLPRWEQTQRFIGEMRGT
GlmU inhibition – inhibition of mycobacterial GlmU enzyme – biochemical, glucosamine-1-phosphate acetyltransferase (AID 1376) | inhibition, %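 (tested at 30 µM in the primary screen)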; hits with a dose series show IC50 in µM | M. tuberculosis GlmU acetyltransferase enzyme assay; higher % means a stronger effect | 220,000 tested, 0.25% active | Bifunctional protein GlmU (Mycobacterium tuberculosis (strain ATCC 25618 / H37Rv)); in the data active = inhibition above about 13%; inconclusive = no clear call, values can overlap the other calls;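 note: 0% = complete reaction with vehicle and 100% = reaction without substrate; strong numbers were not always called active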
Starred values were filed as active, the others as inactive; u = inconclusive; x = no result given. Only part of the results is shown. The share of hits here may be higher or lower than overall.

molecule | RmlCD inh 1536 | GlmU inhibition
COc1ccc(NC(=O)CC2C(=O)N(CCc3ccccc3)C(=S)N2Cc2cccnc2)cc1 (stereo not drawn) | 11.2 | 1.5%
Cc1ccccc1OCC1Cn2c(nc3c2c(=O)[nH]c(=O)n3C)O1 (stereo not drawn) | 9.9 | -13.0%
COc1ccc(CC(=O)NCc2nc(-c3ccccc3)no2)cc1 | -15.1 | -7.0%
CC(=O)N(c1ccccc1)c1nc(/C=C/C(=O)Nc2c(C)cc(C)cc2C)cs1 | x | -0.6%
O=C1C2CCN(CC2)[C@@H]1Cc1ccc2ccccc2c1O | -3.5 | 1.3%
CC(C)[C@H](NC(=O)c1cccc(S(=O)(=O)N2CCCC2)c1)c1nc2ccccc2[nH]1 | 9.0 | -3.5%
CC1S/C(=N/N=C/c2ccco2)N(Cc2ccccc2)C1=O (stereo not drawn) | 49.0 | 0.5%
Cn1c(=O)c2c(nc(NCc3ccccc3)n2CC(N)=O)n(C)c1=O | x | 3.8%
COC(=O)c1cc(OC)c(OC)cc1NC(=O)CN1CCOCC1 | x | 1.6%
CCN(CC)S(=O)(=O)c1ccc2c(c1)nc(SCC(=O)N1CCCCCC1)n2-c1ccc(OC)cc1 | -11.1 | 2.2%
Nc1ccc(Oc2ccc(Cl)cc2)cc1 | 7.4 | 6.1%
CCCCC(=O)Nc1ccccc1CC | -1.5 | 3.2%
NC(=O)/C=C\c1cn(-c2ccccc2)nc1-c1ccc2c(c1)OCCO2 | x | 2.1%
CSCCC(NS(=O)(=O)c1ccc2c(c1)oc(=O)n2C)C(=O)NC1CCC(C)CC1 (stereo not drawn) | -10.3 | 5.7%
C(=N\Nc1nncn1/N=C/c1ccco1)/c1ccco1 | 5.5 | 2.3%
O=C(Nc1cccc(F)c1)C1CCN(C(=O)c2ccccc2Cl)CC1 | x | 0.0%
C=CCc1cccc2cc(C(=O)NCc3ccc(C(=O)OCC)o3)c(=O)oc12 | 11.8 | 1.4%
CCN1CCN(C(=S)c2ccc(O)cc2)CC1 | -9.3 | 0.1%
CCN1CCN(C(c2ccccc2)c2nnnn2Cc2ccc(OC)cc2)CC1 (stereo not drawn) | -2.2 | -4.7%
CCCCNC(=O)CC1C(=O)N(Cc2ccccc2)C(C)c2nc3ccccc3n21 (stereo not drawn) | x | 5.2%

(further entries)
molecule | RmlCD inh 1536 | GlmU inhibition
Cc1nn(-c2ccccn2)c2c1C(c1c(F)cccc1Cl)C1=C(N2)c2ccccc2C1=O (stereo not drawn) | -10.4 | 3.9%
Cc1cccc(NC(=O)CCc2ccc(C)o2)c1 | -7.8 | 2.1%
O=C(C1CCCCN1S(=O)(=O)c1ccccc1[N+](=O)[O-])N1CCCC1 (stereo not drawn) | 9.4 | -3.7%
Cc1sc2ncnc(N/N=C/c3cccc(O)c3)c2c1C | -13.5 | 5.0%
CC(C)(CO)CNC(=O)CCc1nnc(Cc2ccc(-c3ccccc3)cc2)o1 | -10.7 | -0.8%
NC1=C([N+](=O)[O-])C(c2ccc(F)cc2)C2=C(CCCC2=O)O1 (stereo not drawn) | 7.2 | -0.3%
Cc1cc(C(=O)NCCN2CCCCC2C)n(-c2ccccc2)n1 (stereo not drawn) | 99.1 | 4.0%
Cc1cccc(/C=C/c2nc3ccccc3c(=O)n2Cc2ccccc2)c1 | x | 1.7%
Clc1ccc(-n2nnnc2CN2CCCCC2)cc1Cl | -3.0 | 0.6%
CC#CCN1c2ccccc2[C@]23C[C@@H](C(=O)OC)N(C(=O)c4cc(C)oc4C)C2=NC(C(=O)OC)=C(C(=O)OC)[C@H]13 | x | -0.1%
O=C(CSc1nc(O)cc(=O)[nH]1)Nc1ccc2c(c1)CCC2 | 9.6 | -0.1%
O=C(Cn1nnc2ccccc2c1=O)NCCc1ccccc1 | 13.5 | 1.1%
N#CC1=C(N)OC2=C(C(=O)CCC2)C12C(=O)N1CCCc3cccc2c31 (stereo not drawn) | 9.3 | -0.1%
COCCCN(C(=S)Nc1c(C)cc(C)cc1C)C(C)c1ccncc1 (stereo not drawn) | x | -3.4%
Nc1cc2c(cc1C(=O)c1ccccc1)OCCO2 | 4.4 | -2.9%
CN(C)S(=O)(=O)c1ccc(C(=O)Nc2nc3ccccc3[nH]2)cc1 | -56.8 | 1.4%
O=C(NC(=S)Nc1ccccn1)c1cncc(Br)c1 | x | -19.4%
CCCCCC(=O)Nc1ccccc1N1CCOCC1 | 7.8 | -7.2%
O=C1OCCC1Sc1nc2ccccc2c(=O)n1-c1ccc(F)cc1 (stereo not drawn) | 4.5 | 0.8%
CC(=O)c1nn(-c2cccc(Br)c2)cc1C(=O)c1ccco1 | x | 2.0%

Later entries.
molecule | RmlCD inh 1536 | GlmU inhibition
Cc1cc2ncn(S(=O)(=O)N3CCOCC3)c2cc1C | 11.9 | -0.1%
Fc1ccc(Oc2ccc3nnc(C(F)(F)F)n3n2)cc1 | 4.5 | 0.2%
Cc1ccc(C(=O)OCC(=O)N(C)C2CCS(=O)(=O)C2)cc1[N+](=O)[O-] (stereo not drawn) | 3.5 | -4.7%
CCOC(=O)c1[nH]ncc1[C@@H]1C[C@H]2CN(Cc3cccc(Cl)c3)C(=O)[C@]23CCCN13 | 19.3 | -1.2%
COc1ccc(N2CCN(C(=O)NCc3ccc(OC)c(Cl)c3)CC2)cc1 | 3.7 | -3.8%
NS(=O)(=O)c1ccc(N2N=C(c3ccccc3)CC2c2ccc(F)cc2)cc1 (stereo not drawn) | 10.7 | -1.6%
Cc1ccc(NC(=O)C(=O)NCC2CCCO2)cc1 (stereo not drawn) | 10.7 | -8.2%
O=Cc1ccccc1OS(=O)(=O)c1ccccc1 | 4.2 | -2.7%
CC1=NN(c2ccccc2)C(=O)C1C(=O)c1cc([N+](=O)[O-])cc([N+](=O)[O-])c1 (stereo not drawn) | x | -3.0%
COc1ccc(Cn2cc(F)c(=O)n(CCC(C)C)c2=O)cc1[N+](=O)[O-] | 6.2 | 1.0%
O=C(NCCc1ccccc1)C1CCN(C(=O)c2ccc([N+](=O)[O-])cc2)CC1 | -3.5 | -1.5%
CCOC(=O)/C=C/C(=O)Nc1nccs1 | 6.1 | 1.6%
CN(C)S(=O)(=O)c1cc(NC(=O)COC(=O)CCSc2ccc(Cl)cc2)ccc1Cl | 4.7 | 4.5%
c1csc(-c2nnc3ccccn23)c1 | 9.8 | -0.1%
CC(C)(C)NS(=O)(=O)c1ccc(NC(=O)C2CCCCC2)cc1 | -8.7 | -1.7%
CCOC(=O)c1ccc(NC(=O)COc2ccccc2CNC2CCCC2)cc1 | -14.5 | -2.8%
C=CCn1c(Sc2ncc([N+](=O)[O-])s2)n[nH]c1=O | -4.8 | 7.9%
O=C(CCCCCn1c(SCc2ccncc2)nc2ccccc2c1=O)NCc1ccco1 | 0.4 | 2.0%
COc1cc(C(=O)OC2CSCC2NC(=O)c2ccccc2)cc(OC)c1OC (stereo not drawn) | 4.7 | -2.4%
S=C(NCc1cccc(Cl)c1)NC1CCCCC1 | x | 4.6%

A few values from the list:
In RmlCD inh 1536, `CCOC(=O)c1ccc(NC(=O)COc2ccccc2CNC2CCCC2)cc1` is entered as -14.5
In RmlCD inh 1536, `O=C(NCCc1ccccc1)C1CCN(C(=O)c2ccc([N+](=O)[O-])cc2)CC1` is entered as -3.5
In GlmU inhibition, `C=CCn1c(Sc2ncc([N+](=O)[O-])s2)n[nH]c1=O` is entered as 7.9%
In RmlCD inh 1536, `COc1ccc(Cn2cc(F)c(=O)n(CCC(C)C)c2=O)cc1[N+](=O)[O-]` is entered as 6.2
In GlmU inhibition, `COc1cc(C(=O)OC2CSCC2NC(=O)c2ccccc2)cc(OC)c1OC` (stereo not drawn) is entered as -2.4%
In GlmU inhibition, `CCOC(=O)c1[nH]ncc1[C@@H]1C[C@H]2CN(Cc3cccc(Cl)c3)C(=O)[C@]23CCCN13` is entered as -1.2%

The results go on:
molecule | RmlCD inh 1536 | GlmU inhibition
COc1ccc2cc(C(=O)Nc3ccc(O)cc3)sc(=O)c2c1OC | 6.1 | -3.6%
COc1ccccc1CNC(=O)/C=C/c1ccc(S(=O)(=O)NCc2ccco2)cc1 | 14.3 | 3.8%
COc1ccc(/C=N\NC(=O)c2cc(OCC(F)(F)F)ccc2OCC(F)(F)F)cc1 | 8.5 | -0.4%
Cc1ccc(/C=C/c2nnc(-c3cccs3)o2)cc1 | x | -2.5%
Cc1ccc(NC(=O)c2cc(-c3ccccc3)nn2-c2ccccc2)cc1 | 1.4 | -4.2%
CN1C2CCC1CC(NC(=O)c1ccc(Cl)cc1)C2 (stereo not drawn) | -1.5 | 5.9%
Cc1nn2c(-c3ccc(Cl)cc3)nnc2s1 | x | -0.5%
O=C(NCc1ccc2c(c1)OCO2)c1cc(-n2cnnc2)ccc1Cl | 14.5 | 4.0%
O=c1[nH]n(Cc2ccccc2)c(=O)c2ccccc12 | 20.9 | -0.4%
COC(=O)C(O)(CC(=O)Nc1ccc(OC)cc1)C(F)(F)F (stereo not drawn) | x | 0.8%
CC1(C)CC[C@]2(C(=O)O)CC[C@]3(C)C(=CCC4[C@@]5(C)CC[C@H](O)C(C)(C)C5CC[C@]43C)C2C1 (stereo partly drawn) | x | 1.7%
CCOC(=O)C1C2C=CC3(CN(C4CCCC4)C(=O)C13)O2 (stereo not drawn) | x | -1.1%
CN(C)c1ccnc2sc3c(=O)n(Cc4ccccc4)cnc3c12 | u | 1.6%
Cc1ccnc(NS(=O)(=O)Cc2ccccc2)c1 | -1.2 | -2.5%
Cc1cccc(C)c1NC(=O)C(NC(=O)c1ccccn1)c1ccccc1[N+](=O)[O-] (stereo not drawn) | -11.4 | 2.0%
COCCNC(=S)Nc1ccc([N+](=O)[O-])cc1C | -10.4 | -5.0%
Nc1c(C(=O)c2ccccc2)sc2c1c(=O)[nH]c(=O)n2-c1ccccc1 | 6.1 | -2.1%
CN(C)/C=C/C(=O)c1ccccc1F | -1.3 | -2.2%
Cc1cc(N2CC34C=CC(O3)C(C(=O)O)C4C2=O)no1 (stereo not drawn) | 15.6 | 9.7%
CCCNC(=O)Cn1nc(C(F)(F)F)cc1C | -6.1 | 1.8%

The listing continues:
molecule | RmlCD inh 1536 | GlmU inhibition
CCOC(=O)C1CCN(S(=O)(=O)c2ccc(OC)c(Cl)c2Cl)CC1 | 15.1 | -0.5%
CC(=O)NC(=O)Nc1sc(=S)n(C)c1C | 11.3 | 5.5%
COc1ccccc1NC(C)=O | x | 5.2%
Cc1ccccc1-n1c(SCC(=O)N/N=C/c2sccc2C)nc2ccccc2c1=O | 7.2 | -2.1%
Cc1nc2ccc(NC(=O)N3CCC(c4ccccc4)C3)cc2nc1C (stereo not drawn) | -1.8 | -0.3%
Cc1ccc(C(C(=O)NCc2ccccc2)N(Cc2cccs2)C(=O)c2ccc3c(c2)OCCO3)cc1 (stereo not drawn) | -12.2 | -2.8%
CCOC(=O)c1c(CN2CCN(c3ccccc3)CC2)oc2ccc(O)cc12 | 1.7 | 6.2%
N#CC1=C(N)Oc2c(c(=O)oc3ccccc23)C1c1ccncc1 (stereo not drawn) | x | -1.5%
Cc1c(NC(=O)c2cccs2)cccc1[N+](=O)[O-] | x | 2.9%
O=C(Nc1cccc(Oc2ccc(C(=O)O)c(C(=O)O)c2)c1)c1ccc(-c2ccccc2)cc1 | -45.9 | 147µM*
O=C(Nc1ccc2c(c1)CCC2)Nc1ccc2c(c1)OCO2 | 4.1 | 2.0%
O=C(NNC1=NS(=O)(=O)c2ccccc21)c1ccc(Cl)cc1 | 15.1 | 4.1%
O=C(N(c1ccccc1)c1ccccc1)N(c1ccccc1)c1ccccc1 | 7.3 | x
Cc1ccc(NC(=O)Nc2ccc(Cl)cc2)c(Br)c1 | -5.9 | -5.9%
Cc1c(N=Cc2c(O)n(Cc3ccco3)c(=O)c3ccccc23)c(=O)n(-c2ccccc2)n1C | 3.1 | -10.3%
O=C(O)c1ccc(NC(=O)c2cn(-c3ccccc3)nc2-c2ccc(F)cc2)cc1 | -2.1 | -1.2%
COc1ccc(NC(=O)Cn2nnc(-c3ccccc3NS(=O)(=O)c3ccccc3)n2)cc1 | -15.9 | 5.7%
CCOC(=O)CC(=O)CSc1nc(-c2cccnc2)ccc1C#N | 14.4 | 2.8%
Cc1ccc(S(=O)(=O)N(CC(=O)N/N=C/c2ccco2)c2cc(Cl)cc(Cl)c2)cc1 | -2.0 | 0.8%
CC[C@H](C)[C@@H](C(=O)N1CCNCC1)n1cc([C@@H](N)CC(C)C)nn1 | x | 1.6%

Overlap with the part before: two compounds, followed by the next part.
molecule | RmlCD inh 1536 | GlmU inhibition
Cc1ccc(S(=O)(=O)N(CC(=O)N/N=C/c2ccco2)c2cc(Cl)cc(Cl)c2)cc1 | -2.0 | 0.8%
CC[C@H](C)[C@@H](C(=O)N1CCNCC1)n1cc([C@@H](N)CC(C)C)nn1 | x | 1.6%
Cc1nc2ccccn2c1C(=O)NNS(=O)(=O)c1ccc(C(C)(C)C)cc1 | -9.4 | 3.7%
O=C(N/N=C/c1c(O)n(-c2cccc3ccccc23)c(=O)[nH]c1=O)c1ccncc1 | -12.3 | 0.3%
CCn1c(NC(=O)c2cccc(Cn3cc(Cl)cn3)c2)nc2ccccc21 | -7.2 | 6.8%
O=C1/C(=C/c2cccc([N+](=O)[O-])c2)CSc2ccc(Cl)cc21 | x | 7.1%
O=C(OCc1csc(-c2ccccc2)n1)c1ccccc1O | 3.0 | 1.8%
Fc1ccccc1COc1ccc2ccccc2c1CNc1nn[nH]n1 | -2.2 | -3.4%
O=C(CN1CCN(C2CCCCC2)CC1)Nc1cccc2ccccc12 | 29.1 | -4.0%

Screening data as filed in PubChem.
